Mdm2 ligase inh – blocks human Mdm2 ubiquitin ligase activity | Q00987 | cell-based MDM2 ubiquitination luciferase reporter, 2 h; 0 = plate control, 100 = twice control, blank-subtracted | signal enhancement, % at 5 µM | 210,000 compounds, 0.11% hits;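 active = signal enhancement of 30% or more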;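 also: luminescence tracks abundance of the self-degrading MDM2-luciferase fusion protein; higher signal means inhibition of MDM2 E3 ligase activity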
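test system = mammalian cells stably expressing self-ubiquitinating, self-degrading MDM2 E3–luciferase fusion | quantity = 2000 cells/well | incubation = cell settling 4 h, compound treatment 2 h, both 37 °C | signal = luminescence with SteadyLite reagent, 15 min at room temperature | evaluation = % enhancement relative to plate controls after blank subtraction | benchmarks = plate controls and plate blanks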
EBV gp42 inh – EBV gp42 inhibition | Q1HVG2 | Fluorescence polarization binding assay, mP read-out | inhibition, % (tested at 21.74 µM) | 220,000 compounds, 0.42% hits; in the data active = inhibition above about 50%
Target sequence (Q1HVG2 whole entry, looked up): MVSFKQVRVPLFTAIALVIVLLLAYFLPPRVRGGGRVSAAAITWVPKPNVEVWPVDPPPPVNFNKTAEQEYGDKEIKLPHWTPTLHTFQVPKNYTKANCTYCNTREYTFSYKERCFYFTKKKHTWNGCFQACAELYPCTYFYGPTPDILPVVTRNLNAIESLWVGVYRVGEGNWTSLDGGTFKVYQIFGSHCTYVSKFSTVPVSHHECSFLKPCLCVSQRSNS
TRPN1 ag – agonists of zebrafish TRPN1 channel; HEK293 zebrafish TRPN1-YFP, Fluo-8 calcium fluorescence; 100% = response to 87 µM carbachol; activation, % at 3 µM; 220,000 compounds, 0.18% hits;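 active = activation above its plate's cutoff, the mean activation of test wells on that plate plus 3 SD, cut at about 19% in these data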;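 also: 0% = DMSO alone and 100% = 87 µM carbachol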
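Material: zebrafish TRPN1-YFP in HEK293 cells. Doses: one dose of 3 µM, 0.3% DMSO. Incubation: dye 1 h 37 °C plus 30 min RT. Measured by: intracellular calcium fluorescence with Fluo-8.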
PPC-1+TRAIL kill – kills PPC-1 cancer cells in the presence of TRAIL. PPC-1 cells + TRAIL, ATPLite viability luminescence. cell killing (% activity), % at 4 µM. 220,000 compounds, 0.41% hits;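 active = cell killing above 50% in the first pass at 4 µM, then a duplicate retest at 5 µM averaging 50% or more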;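 also: plate controls were cells with TRAIL plus DMSO for no effect and medium-only wells lacking cells for full effect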
TNF death inh – blocks TNF-alpha induced death of Jurkat FADD-/- cells | Jurkat FADD-/- TNF necroptosis rescue, ATP luminescence, 24 h; 0 = TNF only, 100 = no-TNF cells | activation (protection from cell death), % at 10 µM | 220,000 compounds, 0.068% hits | AID 463075;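 active = activation, meaning protection from cell death, of at least 50% relative to plate controls; inactive = activation below 50%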;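 also: necroptosis triggered by 40 ng/mL TNF-alpha added together with compound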
CHOP inhibitor – blocks CHOP induction under ER stress; CHO-K1 CHOP-promoter luciferase, tunicamycin-induced, 15-18 h; inhibition, % at 10 µM; 220,000 compounds, 3.8% hits;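 active = compounds that reduced the stress-induced luciferase reporter signal by more than about 70% of percent inhibition, limit read from the data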;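 also: 0% = tunicamycin plus vehicle and 100% = wells without tunicamycin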
Runt-SMMHC FRET – Runt domain-CBFb-SMMHC interaction inhibition; Q01196+Q13951; 220,000 compounds, 0.74% hits; Cerulean-Runt/Venus-CBFb-SMMHC FRET ratio 530/480, 1 h; inhibition, % at 20 µM;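 active = mean inhibition across duplicate retests at 20 µM reaching about 50%, limit read from the data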;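 also: 0% = DMSO wells and 100% = wells with excess untagged CBFb-SMMHC; inhibitors lower the FRET ratio by blocking Runt binding to CBFb-SMMHC; some results filed as inactive read as strong as hits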
Target sequence (Q01196 whole entry, looked up, the tested form may be a part): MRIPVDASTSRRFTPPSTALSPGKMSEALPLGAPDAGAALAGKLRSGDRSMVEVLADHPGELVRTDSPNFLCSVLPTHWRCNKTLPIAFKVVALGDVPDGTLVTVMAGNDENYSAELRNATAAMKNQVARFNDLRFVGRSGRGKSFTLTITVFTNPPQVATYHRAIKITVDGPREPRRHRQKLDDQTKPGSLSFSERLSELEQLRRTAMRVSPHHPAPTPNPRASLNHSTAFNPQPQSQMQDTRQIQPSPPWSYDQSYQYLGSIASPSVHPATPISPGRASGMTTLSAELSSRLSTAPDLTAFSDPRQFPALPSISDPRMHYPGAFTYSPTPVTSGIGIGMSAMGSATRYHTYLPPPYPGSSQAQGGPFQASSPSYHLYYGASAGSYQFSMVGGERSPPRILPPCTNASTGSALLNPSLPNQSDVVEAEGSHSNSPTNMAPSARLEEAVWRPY
Target sequence (Q13951 whole entry, looked up, the tested form may be a part): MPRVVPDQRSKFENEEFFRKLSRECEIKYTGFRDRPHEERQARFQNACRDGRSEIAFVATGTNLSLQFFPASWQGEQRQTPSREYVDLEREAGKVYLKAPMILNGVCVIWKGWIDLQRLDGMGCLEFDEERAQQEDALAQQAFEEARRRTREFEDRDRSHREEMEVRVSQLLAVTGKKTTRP
p47phox inh – p47phox (human) inhibition. inhibition, % at 24.7 µM. P14598. p47phox/p22phox peptide binding, fluorescence polarization, 2 h. 220,000 compounds, 0.53% hits;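 active = inhibition above about 30%, limit read from the data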;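 also: 0% = p47phox with labelled peptide and 100% = labelled peptide alone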
TRPML3 agonist – activates the human TRPML3 channel; activation, % at 3 µM; AID 1448; HEK293 TRPML3-YFP, Fluo-8 calcium fluorescence; 100% = the carbachol control signal; Q8TDD5; 220,000 compounds, 0.29% hits;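 active = activation above its plate's cutoff, the mean activation of the plate's test wells plus 3 SD, cut at about 12% in these data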;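 also: 0% = DMSO only wells and 100% = carbachol wells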
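Material: HEK293 cells stably carrying human TRPML3-YFP; compound dosing: single dose, 3 µM final nominal compound, 0.3% DMSO final; incubation: 1-h 37 °C dye load, 5-s basal, 120-s post-compound reads; technique: Fluo-8 intracellular calcium fluorescence, excitation 470-495 nm, emission 515-575 nm; read-out basis: percent activation from peak-to-basal fluorescence ratio, scaled between DMSO and carbachol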
* = called active by the depositor; · = not tested or not shown.

[1] CCCC(C)NNC(=O)c1cc2ccccc2[nH]1 (centres undefined)
[2] CS(=O)(=O)N(CC(=O)Nc1c(F)cccc1F)c1cccc([N+](=O)[O-])c1
[3] O=C(Nc1ccncc1)c1ccc2c(c1)C(=O)N(C1CCCCC1)C2=O
[4] COc1ccc(-c2ccc(OC)cc2C(=O)O)cc1
[5] COc1c(C(=O)Nc2ccc3[nH]c(=O)[nH]c3c2)cc2ccccc2c1Br

Compound	1	2	3	4	5
Mdm2 ligase inh	6	3	-27	-21	-13
EBV gp42 inh	-15	0	-4	-3	-11
TRPN1 ag	1.1	0.3	5.8	0.2	11
PPC-1+TRAIL kill	-7	-20	16	17	6
TNF death inh	-0.7	-3.0	-8.0	-0.6	-0.9
CHOP inhibitor	-8	15	30	45	100*
Runt-SMMHC FRET	-3	2	-6	-4	-6
p47phox inh	-14	-12	4	-2	6
TRPML3 agonist	0.4	0.6	2.4	0.7	1.0

One compound at a time, from the list above. Order of values: Mdm2 ligase inh	EBV gp42 inh	TRPN1 ag	PPC-1+TRAIL kill	TNF death inh	CHOP inhibitor	Runt-SMMHC FRET	p47phox inh	TRPML3 agonist
`O=C(Nc1ccncc1)c1ccc2c(c1)C(=O)N(C1CCCCC1)C2=O` is listed with -27	-4	5.8	16	-8.0	30	-6	4	2.4
`COc1c(C(=O)Nc2ccc3[nH]c(=O)[nH]c3c2)cc2ccccc2c1Br` is listed with -13	-11	11	6	-0.9	100*	-6	6	1.0

Continuation:
[6] CCOc1cc(C=C2C(=O)c3ccccc3C2=O)ccc1OCC(=O)Nc1ccc(C)cc1
[7] CCOC(=O)N1CCN(S(=O)(=O)c2ccc(F)c(C(=O)Nc3cc(C)cc(C)c3)c2)CC1
[8] CCOC(=O)C(NC(=O)c1ccc(OC)cc1)(Nc1cc(C)on1)C(F)(F)F (centres undefined)
[9] Cc1ccc(CNC(=O)Cc2csc(Nc3nc(=S)[nH]c4ccccc34)n2)cc1
[10] Cc1cc(C)n(-c2cc(N3CCN(S(=O)(=O)c4ccc(Br)cc4)CC3)ccc2[N+](=O)[O-])n1

Compound	6	7	8	9	10
Mdm2 ligase inh	-7	-1	-12	-7	0
EBV gp42 inh	88*	-1	-12	-43	-13
TRPN1 ag	-0.2	-2.0	-0.6	0.6	-0.4
PPC-1+TRAIL kill	19	34	-12	18	3
TNF death inh	-4.3	6.1	-3.0	2.5	4.5
CHOP inhibitor	6	31	-7	29	24
Runt-SMMHC FRET	-220	3	-1	-46	2
p47phox inh	29	1	-4	-17	4
TRPML3 agonist	0.4	-1.2	-0.4	0.6	-0.5

Rewritten with tabs: entries from further up.
no.	canonical_smiles	Mdm2 ligase inh	EBV gp42 inh	TRPN1 ag	PPC-1+TRAIL kill	TNF death inh	CHOP inhibitor	Runt-SMMHC FRET	p47phox inh	TRPML3 agonist
7	CCOC(=O)N1CCN(S(=O)(=O)c2ccc(F)c(C(=O)Nc3cc(C)cc(C)c3)c2)CC1	-1	-1	-2.0	34	6.1	31	3	1	-1.2
10	Cc1cc(C)n(-c2cc(N3CCN(S(=O)(=O)c4ccc(Br)cc4)CC3)ccc2[N+](=O)[O-])n1	0	-13	-0.4	3	4.5	24	2	4	-0.5
8	CCOC(=O)C(NC(=O)c1ccc(OC)cc1)(Nc1cc(C)on1)C(F)(F)F (centres undefined)	-12	-12	-0.6	-12	-3.0	-7	-1	-4	-0.4

(further entries)
[11] O=C(Cc1c(O)c2ccccc2[nH]c1=O)NCc1ccccc1F
[12] OC(COCc1ccco1)CN1CCN(c2ccccc2)CC1 (centres undefined)
[13] Cc1cc([N+](=O)[O-])cnc1N1CCOCC1
[14] Cc1ccc(C)c(N(CC(=O)NN=C2CCCCCCC2)S(C)(=O)=O)c1
[15] CCOc1cccc(C(=O)Nc2ccc(N3CCN(S(C)(=O)=O)CC3)cc2)c1

Compound	11	12	13	14	15
Mdm2 ligase inh	-6	2	-12	11	-18
EBV gp42 inh	-12	-14	-9	-10	2
TRPN1 ag	1.9	0.0	1.2	0.7	0.0
PPC-1+TRAIL kill	9	3	12	7	-9
TNF death inh	0.3	0.3	-0.1	-3.0	0.0
CHOP inhibitor	-15	5	-18	14	4
Runt-SMMHC FRET	1	0	0	1	4
p47phox inh	-1	-1	-6	2	-11
TRPML3 agonist	0.6	0.2	0.4	-0.3	0.6

Single values from the list:
TRPML3 agonist, cpd 12 = 0.2
TNF death inh, cpd 11 = 0.3

Continued:
[16] Cc1cc(C)c(NC(=O)CS(=O)CC(=O)NCC2CCCO2)c(C)c1 (centres undefined)
[17] CCOC(=O)c1sc(Nc2ccc(Br)cc2)nc1C
[18] COC(=O)c1ccc(CNC(=O)COc2ccccc2Br)o1
[19] O=C1COc2ccc(C(=O)CSc3nnc(Cc4cccs4)n3-c3ccc(Cl)cc3)cc2N1
[20] O=C(OCc1cc(=O)n2cc(Br)ccc2n1)C1COc2ccccc2O1 (centres undefined)

Compound	16	17	18	19	20
Mdm2 ligase inh	-10	-18	-4	-6	-11
EBV gp42 inh	2	4	-6	2	-7
TRPN1 ag	-0.5	-2.0	0.2	0.8	3.2
PPC-1+TRAIL kill	13	8	12	-17	-19
TNF death inh	-1.0	3.1	-0.9	-13	-1.4
CHOP inhibitor	7	2	3	15	26
Runt-SMMHC FRET	-5	-1	7	-5	2
p47phox inh	-11	-5	-7	-11	6
TRPML3 agonist	-0.3	0.8	0.5	0.5	1.6

[21] CCC(CC)c1nnc(NC(=O)C2COc3ccccc3O2)s1 (centres undefined)
[22] COc1ccccc1CCN=C(N)NS(=O)(=O)c1ccc(C)cc1
[23] CCCC(=O)Nc1ccc(C(=O)N2CCCC2)cc1
[24] CC(C)(C)C(=O)Nc1ncc(C(F)(F)F)cc1Cl
[25] COc1ccc(N2CCN(C(=O)CSc3nnc(-c4ccc5[nH]c(C)c(C)c5c4)o3)CC2)cc1

Compound	21	22	23	24	25
Mdm2 ligase inh	-16	-11	-14	7	-12
EBV gp42 inh	-12	-14	-14	-7	-22
TRPN1 ag	-0.1	-1.2	0.1	0.7	0.3
PPC-1+TRAIL kill	14	8	37	4	-1
TNF death inh	6.9	-0.1	-1.0	-1.3	-0.6
CHOP inhibitor	-8	9	24	39	3
Runt-SMMHC FRET	1	-2	2	0	-1
p47phox inh	-7	-5	-10	-9	-16
TRPML3 agonist	-0.1	-1.2	0.5	0.8	0.7

[26] CCC(C)(C)n1nnnc1C(C(C)C)N(Cc1ccco1)Cc1cc2cc3c(cc2[nH]c1=O)OCO3 (centres undefined)
[27] Cc1c(C(N)=O)sc2ncn(CCOc3ccccc3)c(=O)c12
[28] C=CCNC(=S)NCC1COc2ccccc2O1 (centres undefined)
[29] O=c1cc(NCc2ccco2)c2ccccc2o1
[30] CCOC(=O)Cn1c(=O)oc2cc(S(=O)(=O)NCCCc3ccccc3)ccc21

Compound	26	27	28	29	30
Mdm2 ligase inh	6	-9	-1	-10	-13
EBV gp42 inh	-19	-22	-14	1	-2
TRPN1 ag	1.3	1.1	0.6	0.1	3.9
PPC-1+TRAIL kill	23	3	19	4	4
TNF death inh	-3.5	-0.6	2.8	-3.5	0.5
CHOP inhibitor	37	-25	3	29	35
Runt-SMMHC FRET	-22	2	1	1	4
p47phox inh	-11	-16	-5	-4	-14
TRPML3 agonist	1.4	1.2	0.9	-0.1	1.9

[31] COc1ccccc1/C=N/NC(=O)C(NC(=O)c1ccccc1)=C(C)C
[32] COC(=O)c1scc(C)c1NC(=O)C(Cl)c1ccccc1 (centres undefined)
[33] Cc1cc(/C=C2\Cc3ccccc3C2=O)c(C)n1-c1ccccc1
[34] Cc1ccc(C(C)NC(=O)c2ccco2)cc1 (centres undefined)
[35] Cc1cc(C)c2c(C)nn(C3CCCCC3)c2n1

Compound	31	32	33	34	35
Mdm2 ligase inh	5	5	-64	5	-6
EBV gp42 inh	-7	4	29	-7	-2
TRPN1 ag	-1.3	-2.0	1.9	0.3	0.2
PPC-1+TRAIL kill	6	-4	23	23	9
TNF death inh	-2.7	-1.8	-0.3	3.4	-2.4
CHOP inhibitor	12	13	89*	4	55
Runt-SMMHC FRET	2	0	16	-3	-5
p47phox inh	-20	2	-44	-4	7
TRPML3 agonist	0.6	-0.1	0.7	0.2	-0.2

[36] O=C(Cc1cccc2ccccc12)N/N=C/C=C/c1cccc([N+](=O)[O-])c1
[37] CC1(C)CC(N2CCN(C(c3ccccc3)c3ccccc3)CC2)=CC(=[N+]2CCCCC2)C1
[38] COc1ccc(C(C(=O)NC2CCCCC2)N(C(=O)CCCC(=O)Nc2ccccn2)c2ccc3c(c2)OCCO3)cc1 (centres undefined)
[39] Cc1ccc(C)n1-c1ccc(-c2ccnc(N)n2)cc1
[40] O=C(NC1CCCCC1)C(c1ccco1)N(Cc1ccco1)C(=O)c1ccco1 (centres undefined)

Compound	36	37	38	39	40
Mdm2 ligase inh	-9	·	-6	-15	-2
EBV gp42 inh	12	-74	1	2	-12
TRPN1 ag	-0.8	2.0	-0.2	1.8	-0.8
PPC-1+TRAIL kill	-4	48	12	12	4
TNF death inh	2.1	-16	-2.9	-2.9	0.0
CHOP inhibitor	23	65	8	24	27
Runt-SMMHC FRET	0	10	-6	1	-3
p47phox inh	0	31*	-11	-21	-11
TRPML3 agonist	0.7	-0.3	0.8	0.2	-0.4

[41] COc1ccc(-n2c(=O)c3c4c(sc3n(CC(=O)NC3CCCC3)c2=O)CCCC4)c(OC)c1
[42] O=C(Nc1ccc(Cl)c(Cl)c1)Nc1nnc(CSc2ccccc2)s1
[43] CCOC(=O)C(CCCCC(NC(C)=O)(C(=O)OCC)C(=O)OCC)(NC(C)=O)C(=O)OCC
[44] COC(=O)c1ccc(COC(=O)c2ccccn2)cc1
[45] Cc1nn(Cc2ccccc2)c(C)c1NC(=O)CSc1nnc(-c2cc(Cl)ccc2O)n1C
[46] Cc1ccc(S(=O)(=O)N(CC(=O)N2CCCCCC2)c2ccccc2)cc1
[47] Cc1n[nH]c(C)c1S(=O)(=O)N1CCCC(C(=O)NCc2cccs2)C1 (centres undefined)

Compound	41	42	43	44	45	46	47
Mdm2 ligase inh	-9	-19	-3	-28	2	-6	-12
EBV gp42 inh	-1	-23	-5	0	-2	-16	1
TRPN1 ag	0.3	-0.2	2.4	0.2	-0.2	-1.4	0.6
PPC-1+TRAIL kill	14	30	16	42	4	11	2
TNF death inh	2.2	-11	-0.8	0.2	-0.2	-0.7	-1.6
CHOP inhibitor	18	77*	4	-27	-29	34	15
Runt-SMMHC FRET	-4	0	1	17	2	3	0
p47phox inh	3	-13	-5	-1	-5	-7	-7
TRPML3 agonist	0.9	0.7	0.8	-0.5	-0.9	1.3	0.6

Assay outcomes (PubChem BioAssay)
